Screening data from PubChem BioAssay.
C2C12 statin: protects C2C12 myotubes from simvastatin toxicity. ATP luminescence, 48 h; scaled: DMSO 0, geranylgeraniol control 100. rescue of ATP level, % at 7.49 µM. 330,000 tested, 0.78% active;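 active means mean ATP rescue above about 67%, or every replicate alone reaching that limit, limit read from the data, passing the limit was not always enough; inconclusive means no clear call, values can overlap the other calls; inactive means mean under the limit and some replicate under it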;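 further: myotubes were challenged with 10 µM simvastatin during compound exposure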
PAX8 reporter: inhibitors of PAX8 transcriptional activity in RMG-I cells. inhibition, % at 12.6 µM. 360,000 tested, 1.2% active. RMG-I TPO-luciferase reporter, SteadyGlo, 24 h. AID 652154;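 active means mean replicate inhibition at least 60% with every replicate also reaching 60%; inconclusive means only one of the two criteria is met; inactive means mean below 60% and not all replicates reaching 60%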;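 further: luciferase light reporting Pax8 driven TPO promoter activity; plate controls were median of neutral control wells for no effect and mitoxantrone controls for full effect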
GSIS activator: GLuc luminescence reporter in INS-1E cells, primary screen for activators of glucose-dependent secretion of insulin | INS-1E GLuc reporter insulin secretion, 2-3 h | activation, % at 16.6 µM | 370,000 tested, 0.61% active;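 active means lowest replicate activation of at least 40%, so every replicate reaches that level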;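 further: 0% = median of neutral control wells and 100% = median of IBMX positive control wells; some compounds called inactive have numbers as strong as hits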
PGC1a acetyl inh: modulators of PGC1a acetylation. U2OS PGC1a acetylation, AlphaScreen anti-acetyl-lysine; with virally co-expressed GCN5 acetyltransferase. inhibition, % at 15.6 µM. 350,000 tested, 0.17% active;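 active means every replicate shows inhibition of at least 40%; inconclusive means mean inhibition at least 40% but some replicate below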;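 further: 0% = neutral control wells and 100% = positive control wells; some results beyond the cut were filed as inactive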
LGR2 inh: inhibitors of bursicon-induced Drosophila LGR2 receptor cAMP signaling; HEK293 LGR2, CRE-luciferase, bursicon-stimulated, 4 h; inhibition, % at 9.99 µM; 380,000 tested, 0.35% active; AID 720647;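 active means drop in luminescence signal, shown as inhibition above about 50% in the replicate tests, limit read from the data, passing the limit was not always enough; inconclusive means probably only some replicates passing the limit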;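 further: agonist challenge used bursicon conditioned medium at about half maximal strength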
PglD inh: PglD (C. jejuni) enzyme inhibition; AID 602405; purified PglD enzyme, DTNB colorimetric CoA detection; inhibition, % at 12.5 µM; 360,000 tested, 0.098% active; in the data active means inhibition above about 16%, passing the limit was not always enough; inconclusive means no clear call, values can overlap the other calls; further: strong numbers were not always called active
ARNT TACC3 PPI: disrupts binding between human ARNT and TACC3 | Q9Y6A5 | 390,000 tested, 0.66% active | inhibition, % at 9.99 µM | AID 623870 | AlphaScreen His-ARNT PAS-B/GST-TACC3 binding, luminescence; TACC3 fragment carries E629A point mutation;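 active means mean inhibition of replicates at least 50% and at least half of replicates each reaching 50%; inconclusive means half or more replicates reach 50% but mean below 50%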;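 further: 0% = complete ARNT plus TACC3 wells and 100% = ARNT alone without TACC3; many hits fall short of the cut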
Cneo AK release: Cryptococcus neoformans lysis via adenylate kinase release; AID 651654; C. neoformans lysis, adenylate kinase release luminescence, 4 h; normalised: neutral wells 0, clomiphene wells 100; lysis activity, % at 15 µM; 360,000 tested, 0.2% active;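 active means mean lysis activity across replicates of at least 80%, whatever share of replicates individually reach that level; inactive means mean lysis activity below 80%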
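Material: C. neoformans cells | Amount: Yeast cell density of 5 × 10^6 cells/mL | Medium: Fresh YPD growth medium | Dosing: Single dose | Times: Static 4 h at 37 °C with compound, 1 h detection | Detection: AK luminescence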
The depositor's hits bear a star; ? = inconclusive; . = no result given.

SMILES | C2C12 statin | PAX8 reporter | GSIS activator | PGC1a acetyl inh | LGR2 inh | PglD inh | ARNT TACC3 PPI | Cneo AK release
COCCNC(=O)C1CCCN(C(=O)c2ccc(C(F)(F)F)nc2C)CC1 (stereo not given) | -13 | -8 | 9 | -11 | 2 | -12 | . | 0
C[C@@H]1CN([C@@H](C)CO)C(=O)c2cc(NC(=O)c3ccncc3)ccc2O[C@H]1CN(C)C(=O)Nc1ccc(C(F)(F)F)cc1 | -10 | 9 | -9 | -3 | 1 | -2 | . | 9
CC(C)C(=O)N[C@@H]1c2ccccc2CC[C@@H]1OCc1ccccc1 | 12 | 2 | 6 | 2 | -4 | -4 | -12 | 1
Cc1ccc(C)c(N2CCN(C(=O)c3ccccc3Br)CC2)c1 | -11 | . | . | -4 | . | 1 | 1 | -2
CN(C)C(=O)c1cccc(-c2ccc3c(c2)[C@@H]2[C@@H](CCN2C(=O)c2ccc4c(c2)OCO4)[C@H](CO)N3)c1 | -20 | 11 | 0 | -3 | -4 | -3 | 30 | -23
COCCN(C(=O)c1snc(C(N)=O)c1N)C(C(=O)NC1CCCCC1)c1ccc(F)cc1 (stereo not given) | -5 | 37 | 5 | 8 | -15 | -8 | -29 | -1
COCCN(Cc1cc2cc3c(cc2nc1Cl)OCO3)C(=O)c1ccc(C)cc1 | -2 | 17 | -11 | . | 2 | -5 | 3 | 2
N#C[C@H]1[C@@H](c2ccccc2C2=CCCC2)[C@@H](CO)N1C(=O)c1cccc(F)c1 | . | 5 | -1 | 3 | -6 | . | . | .
O=C(Nc1cccc(NC(=O)c2ccco2)c1)c1ccc2c(c1)OCCO2 | . | 2 | 7 | . | -18 | . | 37 | .
CC(C)CC#Cc1cnc2c(c1)C(=O)N([C@H](C)CO)C[C@@H](C)[C@@H](CN(C)C(=O)c1ccc3c(c1)OCO3)O2 | 13 | . | -23 | 1 | 3 | 0 | -3 | 89*
CC1CC(C)CN(C(=S)Nc2ccc(SC(F)F)cc2)C1 (stereo not given) | . | -10 | -25 | . | 2 | . | -31 | .
CCCCc1nnc(NC(=O)CSc2nc(=O)cc(N)n2-c2cccc(C)c2)s1 | -18 | . | . | 12 | . | 0 | 1 | 1
O=C(COC(=O)c1ccc(O)cc1O)NNC(=O)c1cccs1 | 11 | 0 | 0 | -9 | 2 | 5 | 0 | 0
O=C(CSc1nnc(CN2CCOCC2)n1-c1ccc(Cl)cc1)Nc1ccc2c(c1)OCO2 | -15 | . | . | 8 | . | -5 | 8 | 0
[O-]/[N+](=C\c1ccc(OC(F)F)cc1)c1ccccc1 | 22 | . | . | . | . | -3 | -1 | -3
O=C(Cc1c(F)cccc1Cl)Nc1ccccc1-c1ccccc1 | -2 | -11 | 8 | . | 10 | 5 | -9 | -3
CO[C@@H]1CN(C)C(=O)c2ccc(NC(=O)C3CCCC3)cc2OC[C@H](C)N(C)C[C@@H]1C | -2 | 2 | 13 | . | 3 | -2 | -8 | -2
Cc1noc(C)c1NC(=O)N(C)C[C@H]1Oc2ccc(NS(=O)(=O)c3ccc(Cl)cc3)cc2CC(=O)N([C@@H](C)CO)C[C@H]1C | -6 | -14 | 24 | 5 | -7 | 3 | -7 | -13
COCCCN(C(=O)c1cc2c(s1)CCC2)c1c(N)n(Cc2ccccc2)c(=O)[nH]c1=O | . | 5 | -2 | . | 11 | . | -15 | .
O=c1cc(C(F)(F)F)[nH]c2ccc(C(F)(F)F)cc12 | 0 | 28 | -5 | . | 19 | . | -2 | .
CCC(C)(C(=O)NC1CCCC1)N(Cc1ccco1)C(=O)Cc1cccs1 (stereo not given) | 65 | -17 | -2 | -16 | . | -3 | 0 | -2
COc1ccccc1N1CCN(C(=O)c2cc(-c3ccc(Br)cc3)on2)CC1 | -2 | 14 | -7 | -15 | 19 | -6 | . | 0
O=S(=O)(c1cccc(F)c1)N1CC[C@H]2[C@H](CO)Nc3ccc(Br)cc3[C@H]21 | 35 | -8 | -29 | 9 | 19 | -38 | 1 | 63
COCCNC(=O)C(c1cccs1)N(Cc1ccccc1)C(=O)Cn1nnc2ccccc21 (stereo not given) | . | 7 | . | 1 | . | -1 | . | 0
CC1(C(=O)Nc2ccc3c(c2)OCO3)CCN1C(=O)C1CCCCC1 (stereo not given) | -4 | -9 | 18 | . | 26 | -8 | . | -13
CCc1ccc2nc(N(CCCN(C)C)C(=O)c3ccc(S(=O)(=O)N4CCCc5ccccc54)cc3)sc2c1 | -4 | -34 | -51 | . | 21 | 4 | 3 | -3
Cc1cc(NC(=O)c2ccc3c(c2)C(=O)N(C)C3=O)no1 | 4 | -3 | 22 | 1 | . | -1 | -13 | 0
COc1ccccc1-n1ccnc(SCC(=O)NCCc2ccccc2)c1=O | . | -3 | -2 | . | -10 | 3 | -27 | 6
C#CCOCCOCCOCCNc1nc(N2CCN(C(=O)Cn3cc(CCO)nn3)CC2)nc(N2CCN(C(=O)[C@H]([C@@H](C)CC)n3cc(CCCCN)nn3)CC2)n1 | 4 | 1 | 1 | . | -1 | 1 | -8 | 4
CC(C)NC(=O)N(C)C[C@H]1Oc2cc(C#CCN(C)C)ccc2S(=O)(=O)N([C@@H](C)CO)C[C@@H]1C | -10 | . | 26 | 5 | -15 | 0 | -7 | 7
CS(=O)(=O)Nc1ccc2c(c1)[C@@H]1C[C@@H](CC(=O)NCCc3ccccc3)O[C@@H](CO)[C@@H]1O2 | -2 | 1 | -7 | 0 | -7 | -2 | 2 | -1
O=C1c2ccccc2C(=O)N1CCc1c(-c2ccccc2)[nH]c2ccccc12 | 7 | -8 | -11 | -17 | 3 | -3 | 1 | 2
CC1CCC(C(C)C)C(OC(=O)Cn2c(-c3ccc(F)cc3)[n+](C)c3ccccc32)C1 (stereo not given) | . | 94* | 62 | . | ? | -4 | 1 | -1
Cn1c(=O)cc(OCC(=O)NCc2ccccn2)c2ccccc21 | 5 | -13 | . | -7 | . | 3 | -3 | 0
C[C@H](O)C#Cc1cnc2c(c1)C(=O)N([C@@H](C)CO)C[C@H](C)[C@H](CN(C)C(=O)c1ccncc1)O2 | 9 | . | 9 | 7 | -6 | 4 | -5 | 2
CC(=O)c1ccc(Oc2nc3c(c(=O)n(C)c(=O)n3C)n2C)cc1 | 5 | 7 | 4 | . | 11 | -2 | -5 | 0
CCOc1ccc(S(=O)(=O)NCCC(=O)OCC(=O)c2ccc[nH]2)cc1 | . | 2 | 24 | 11 | 16 | . | -1 | .
CCCN(C)C[C@@H]1Oc2ncc(C#CC3CC3)cc2C(=O)N([C@H](C)CO)C[C@@H]1C | 37 | . | 8 | -1 | -30 | . | . | .
CCN(CC(=O)Nc1cccc(S(=O)(=O)N2CCCC2)c1)CC(=O)Nc1ccccc1OC | . | 14 | -19 | . | 13 | . | 2 | .
CN(C)S(=O)(=O)c1ccc(N2CCCC2)c(C(=O)NC2CCC(O)CC2)c1 (stereo not given) | -13 | 10 | 18 | 11 | 5 | -2 | 7 | -2
Cc1ccc(NC(=O)NNS(=O)(=O)c2ccc(Br)cc2)cc1 | 8 | . | . | -1 | . | -3 | -8 | 1
Brc1ccccc1OCCOc1cccc2cccnc12 | . | -43 | 31 | . | -33 | . | -7 | .
CCOc1cc(Br)ccc1S(=O)(=O)N1CC(C)OC(C)C1 (stereo not given) | 14 | . | -11 | -15 | 15 | -4 | -20 | -1
Cc1csc(=O)n1CC(=O)OCc1nnc(-c2ccccc2)o1 | 6 | -23 | -8 | 1 | -3 | 3 | 1 | 7
O=C(COC(=O)c1ccccc1C(F)(F)F)NC(=O)NCc1ccco1 | 1 | -6 | . | -3 | . | -5 | -4 | -2
COc1ccc(CSc2nnc(-c3ccncc3)n2C)cc1F | 8 | 12 | 10 | . | -1 | -2 | -12 | 1
Cc1cccc(NC(=O)CNC(=O)CN2C(=O)NC(C)(CCC(C)C)C2=O)c1C (stereo not given) | -5 | 8 | 1 | -4 | -3 | 5 | -12 | 4
CC1=Nc2ccc(C)c3nc(C)cc(c23)N1c1ccc(C)cc1 | -9 | . | 13 | 10 | 7 | -7 | 4 | 2
C(=N\Nc1nc(N2CCCC2)nc(N2CCCC2)n1)/c1cccnc1 | . | 3 | 4 | . | -17 | . | -7 | .
CCn1c(CN2CCN(C(=O)c3ccco3)CC2)nc2c1c(=O)n(C)c(=O)n2C | 11 | -16 | . | 7 | . | 13 | 13 | 9
CCOC(=O)c1c(C)nc(C)c(C(=O)OCC)c1-c1ccc(Br)cc1 | . | 12 | -18 | . | 11 | . | -2 | .
O=S(=O)(Nc1nc2ccccc2nc1Cl)c1ccc(Br)cc1 | -48 | 3 | 13 | 2 | 27 | 9 | -5 | 0
COc1ccccc1N1CCN(C(=O)c2c(C)cc(=O)oc2C)CC1 | . | . | . | 9 | . | 2 | -3 | 0
O=C(OCC(=O)N1CCN(C(=O)c2ccco2)CC1)c1cc(-c2ccccc2)nc2ccccc12 | 0 | . | . | 1 | . | -2 | . | 4
C[C@@H]1CN([C@@H](C)CO)C(=O)c2cc(NC(=O)C3CCCCC3)ccc2O[C@@H](C)CCCCO[C@H]1CN(C)Cc1ccncc1 | 3 | 17 | -4 | 12 | 1 | -36 | -10 | 2
c1ccc(Cc2nn3c(Cn4nnc5ccccc54)nnc3s2)cc1 | -2 | -18 | . | -16 | . | 3 | -10 | -2
Cc1ccc(C(=O)O/N=C/c2c(Cl)n(C)c3ccccc23)cc1 | . | . | . | -16 | . | -3 | -15 | -2
C=C(C)COc1ccc(-c2nc(N)ncc2Oc2ccc(OC)cc2)c(O)c1 | . | . | . | 14 | . | -5 | 8 | -1
COc1ccc(NC(=O)N(C)C[C@@H]2OCCCC[C@H](C)Oc3ccc(NC(=O)c4ccncc4)cc3C(=O)N([C@H](C)CO)C[C@H]2C)cc1 | . | 7 | 0 | -4 | -14 | 1 | 3 | -9
CN(C)S(=O)(=O)c1ccc(Cl)c(NC(=O)CSc2nc3c(cc2C#N)C(=O)CCC3)c1 | . | -9 | 4 | -2 | 7 | 0 | -1 | 1

Three of the entries above in order of their number in LGR2 inh, smallest number first.
Molecule | LGR2 inh
C(=N\Nc1nc(N2CCCC2)nc(N2CCCC2)n1)/c1cccnc1 | -17
C[C@@H]1CN([C@@H](C)CO)C(=O)c2cc(NC(=O)C3CCCCC3)ccc2O[C@@H](C)CCCCO[C@H]1CN(C)Cc1ccncc1 | 1
O=S(=O)(Nc1nc2ccccc2nc1Cl)c1ccc(Br)cc1 | 27

The list goes on.
SMILES | C2C12 statin | PAX8 reporter | GSIS activator | PGC1a acetyl inh | LGR2 inh | PglD inh | ARNT TACC3 PPI | Cneo AK release
CCOC(=O)c1c(C)[nH]c(C(=O)N(C)CC(=O)Nc2ccc(OC)cc2)c1C | 8 | 2 | -6 | . | 9 | -1 | -1 | -1
CN(CCO)C(=O)c1nc[nH]c1C(=O)N1CCN(C(=O)OC(C)(C)C)CC1 | 9 | 7 | 11 | . | ? | 7 | . | 0
COC(=O)C1=NNC2(C)C(=O)N(c3ccc(C)cc3)C(=O)C12 (stereo not given) | . | 1 | -3 | . | -3 | . | -2 | .
Cc1noc(C)c1S(=O)(=O)N(C)C[C@@H]1OCCCC[C@@H](C)Oc2ccc(NC(=O)Nc3ccc4c(c3)OCO4)cc2C(=O)N([C@@H](C)CO)C[C@H]1C | . | 1 | -24 | 6 | 3 | 2 | 0 | 25
C[C@@H]1CN([C@@H](C)CO)C(=O)c2cccc(NC(=O)NC3CCCCC3)c2O[C@@H]1CN(C)S(C)(=O)=O | 7 | -8 | 5 | -3 | 6 | -15 | 0 | -3
